Compound activity as filed in PubChem.
BCR signal inh = inhibitors of chronic active B-cell receptor signaling | ABC-DLBCL IkBa-CBG/CBR reporter, luminescence ratio, 4 h | Potency, µM (highest dose often 46.1 µM), for the others: at the highest dose ratio change, negative = lower green/red ratio, most hits filed as inhibitors | actives 0.05% (n = 340,000) | AID 493014; active = well fitted inhibition curve with a large enough effect in the signal ratio, with a control signal flat, not every such curve was filed as active; inconclusive = small, poorly fitted or top-dose-only effect, or effect the other way, or a change in a side signal; the % refers to the signal ratio;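 also: potency is read from the fitted curve at half-maximal effect; plate controls were basal doxycycline-induced cells for no effect and cells given 10 µM MG132 for full effect; MG132 reads +100%, hits lower the ratio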
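TMD8 ABC-DLBCL cells carrying doxycycline-inducible green luciferase fused to IkappaBalpha plus unfused red luciferase were exposed to compounds (up to 46 uM) for 4 hrs at 37C. Activity came from the overlap-corrected green/red luminescence ratio.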
Mito fusion yeast = inhibitors of mitochondrial division or activators of mitochondrial fusion; Potency, µM (doses to about 46.1 µM), for inactives: top-dose growth rescue (activation), hits mostly activators; AID 485298; actives 0.23% (n = 320,000); S. cerevisiae fusion-defective mutant growth rescue, CellTiterGlo 48 h;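 also: potency is read from the fitted curve at half-maximal effect; % of control where 0% means no effect; nearly all actives have a fitted effect of over 45% in size; temperature-sensitive fusion mutants such as fzo1-1 at 37 °C on non-fermentable ethanol glycerol medium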
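Yeast fusion mutant, YPEG (non-fermentable carbon), compound, 48 h at 37C non-permissive; CellTiterGlo added, 10 min RT, luminescence read. Rescued growth = division inhibition.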
ELG1 DNA repair = ELG1-dependent DNA repair inhibition; HEK293T ELG1-luciferase reporter, luminescence, 16 h; DNA damage induced by 5-fluorouridine; Potency, µM (highest dose often 46.1 µM), for inactives: at the highest dose activity change, negative = inhibition, most hits filed as inhibitors; actives 2.3% (n = 330,000); AID 504467; also: potency is read from the fitted curve at half-maximal effect; % is scaled to controls: 0 for no effect and ±100 for the full control effect; nearly all actives have a fitted effect of over 55% in size
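Step one: seed 2,000 cells per well. Step two: pin-transfer compound or DMSO alongside 5-fluorouridine. Step three: incubate 16 hr, 37 °C, 5% CO2. Step four: add ONE-Glo, wait 30 min, read luminescence.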
TCR activator = activators of T cell receptors | primary human leukocytes, anti-CD3, IL-2 HTRF, 48 h | Potency, µM (highest dose often 9.22 µM), for inactives: at the highest dose activation of IL-2 secretion, most hits filed as activators | 330,000 tested, under 10 active | AID 504894; also: % of control where 0% means no effect
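IL-2 produced over 48 hr by a-CD3 bead-stimulated primary human leukocytes exposed to compounds was detected with a homogeneous time-resolved FRET immunoassay, 665nm acceptor signal after 320nm excitation.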
TSG101-PTAP inh = blocks PTAP/TSG101 interaction to inhibit HIV-1 budding | Q99816 | AID 493005 | 340,000 tested, under 10 active | Potency, µM (doses to about 115 µM), without a hit: top-dose activity change, negative = inhibition, usual class: inhibitors | Fluorescence polarization, FITC-PTAP peptide / Tsg101 binding; active = well fitted inhibition curve with a large enough effect in the main read-out, with a control signal flat, not every such curve was filed as active; inconclusive = small, poorly fitted or top-dose-only effect, or effect the other way, or a change in a side signal; inactive = no such curve, though single readings can be large or run the other way; also: potency is read from the fitted curve at half-maximal effect; % of control where 0% means no effect
Target sequence (Q99816 whole entry, looked up): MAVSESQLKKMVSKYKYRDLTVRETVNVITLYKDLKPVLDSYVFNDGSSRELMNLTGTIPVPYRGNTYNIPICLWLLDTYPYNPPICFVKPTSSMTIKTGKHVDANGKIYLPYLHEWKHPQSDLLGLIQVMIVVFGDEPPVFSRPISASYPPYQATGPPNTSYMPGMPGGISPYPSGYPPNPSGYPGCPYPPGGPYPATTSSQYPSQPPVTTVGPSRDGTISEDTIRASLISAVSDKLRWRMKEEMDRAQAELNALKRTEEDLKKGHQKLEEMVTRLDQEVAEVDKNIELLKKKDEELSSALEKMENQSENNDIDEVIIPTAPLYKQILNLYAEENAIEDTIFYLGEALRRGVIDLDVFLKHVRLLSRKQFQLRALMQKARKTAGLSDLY
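Steps: Tsg101 binding domain dispensed (10 uM final), compounds pinned in DMSO, FITC-labeled PTAP-motif peptide added (50 nM final); after 20 min binding at room temperature, polarization measured.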
USP2a inh = USP2a (human) protease inhibition | USP2 core, Ub-CHOP2 coupled fluorogenic reporter, 485/531 | Potency, µM (series often up to 38.3 µM), inactives show at the highest dose activity change, negative = inhibition, most hits filed as inhibitors | O75604 | AID 463254 | actives 0.01% (n = 330,000);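 also: potency is read from the fitted curve at half-maximal effect; plate controls were DMSO wells for no effect and full inhibition by NEM control for full effect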
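Cell-free coupled assay: 10nM USP2 core preincubated 30min RT with compound in Tris-HCl pH 8.0/CaCl2/CHAPS buffer, then 25nM Ub-CHOP2 and 25nM reporter substrate; fluorescence (Ex 485/Em 531) read after 60min RT, normalized to NEM inhibition, concentration-response curves fitted.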
Tb PFK inh = inhibitors of T. brucei phosphofructokinase | O15648 | T. brucei PFK, ADP-Glo luminescence | Potency, µM (titrated, usually from 57.5 µM), without a hit: top-dose activity, negative = inhibition, usual class: inhibitors | actives 0.17% (n = 330,000);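 also: potency is read from the fitted curve at half-maximal effect; 0% = uninhibited 1x PFK enzyme wells and -100% = no-enzyme wells; nearly all actives have a fitted effect of over 60% in size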
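Compounds were pin-transferred as a titration series up to 57 uM into substrate buffer (0.5 mM F6P, 0.1 mM ATP, pH 8.0), then 1.25 nM PFK was added and reactions ran 45 min before ADP-Glo detection.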
Eya2 phos inh = Eya2 (human) phosphatase inhibition | recombinant Eya2, OMFP fluorescence dephosphorylation (OMFP is methylfluorescein phosphate) | Potency, µM (titrated, usually from 76.9 µM), without a hit: at the top dose activity, negative = inhibition, actives largely listed as inhibitors | O00167 | actives 0.006% (n = 330,000); also: potency is read from the fitted curve at half-maximal effect; % is scaled to controls: 0 for no effect and ±100 for the full control effect
Target sequence (O00167 whole entry, looked up): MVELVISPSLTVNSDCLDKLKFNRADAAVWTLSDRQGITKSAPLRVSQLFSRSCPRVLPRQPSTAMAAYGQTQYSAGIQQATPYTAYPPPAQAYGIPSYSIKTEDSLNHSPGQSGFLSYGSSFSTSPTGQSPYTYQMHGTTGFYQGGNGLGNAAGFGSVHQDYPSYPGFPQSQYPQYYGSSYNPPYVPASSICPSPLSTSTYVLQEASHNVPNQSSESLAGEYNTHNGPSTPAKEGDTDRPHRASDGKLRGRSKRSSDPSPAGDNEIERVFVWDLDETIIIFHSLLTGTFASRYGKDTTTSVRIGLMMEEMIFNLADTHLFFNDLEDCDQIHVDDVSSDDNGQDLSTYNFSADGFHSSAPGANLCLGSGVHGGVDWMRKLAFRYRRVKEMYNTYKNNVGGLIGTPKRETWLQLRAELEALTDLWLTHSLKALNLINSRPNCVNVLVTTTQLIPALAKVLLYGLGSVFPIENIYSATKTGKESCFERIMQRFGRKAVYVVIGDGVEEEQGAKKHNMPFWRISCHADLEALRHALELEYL
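Eya2 (0.2 uM) preincubated 10 min at ambient with compound, then OMFP substrate added at 50 uM; 10 min reaction in 50 mM HEPES pH 7.5, 50 mM NaCl, 5 uM MgCl2, 0.05% BSA, 1 mM DTT. Fluorescence read at Ex 485/Em 525 nm.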
uPA generation = cell surface uPA generation inhibition. cell surface uPA generation assay, qHTS. Potency, µM (doses to about 38.3 µM), for the others: at the highest dose activity change, negative = inhibition, actives largely listed as inhibitors. actives 0.31% (n = 330,000). AID 540303; active = well fitted inhibition curve with a large enough effect; inconclusive = small, poorly fitted or top-dose-only effect; inactive = no such curve, though single readings can be large or run the other way; tested in mouse RAW 264.7 cells; also: potency is read from the fitted curve at half-maximal effect; % is scaled to controls: 0 for no effect and ±100 for the full control effect; nearly all actives have a fitted effect of over 55% in size
TSHR antagonist = antagonists of human thyroid stimulating hormone receptor; actives 0.2% (n = 330,000); activity change, negative = inhibition, % at 11.5 µM; TSHR-expressing cells, TSH-stimulated cAMP HTRF, 2 h; stronger effect = lower value; AID 504810; P16473;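 active = activity change below a set negative limit, meaning inhibition stronger than a set level, cut at about -70% in these data; inconclusive = activity change between two set negative limits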; also: % is scaled to controls: 0 for no effect and ±100 for the full control effect
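TSHR-expressing cells were treated with compounds, then stimulated with TSH at EC80 (4nM final) for 2 hours at 37 deg C. Cellular cAMP was measured by HTRF competition between lysate cAMP and cAMP-d2 for a cryptate-labelled anti-cAMP antibody.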
B2AR arrestin = agonists driving beta-arrestin recruitment to human beta2-adrenergic receptor | Potency, µM (top dose mostly 46.1 µM), inactives show at the top dose activation, most hits filed as activators | actives 0.02% (n = 330,000) | P07550 | beta-arrestin recruitment to beta2AR, cell-based reporter;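 also: potency is read from the fitted curve at half-maximal effect; 0% = DMSO controls and full agonism = EC100 isoproterenol or metaproterenol; nearly all actives have a fitted effect of over 65% in size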
Active calls of the source: *; ? = inconclusive; / = not tested or not shown; [ ] = remark or other dose. Unless noted, calls follow the shape of the dose curve; as a rule, active = well fitted curve in the direction sought with a large enough effect; inconclusive = small, poorly fitted or top-dose-only effect, or another doubt; inactive = no such curve, though single readings can be large; an effect the other way counts as inactive or inconclusive.

compound | BCR signal inh | Mito fusion yeast | ELG1 DNA repair | TCR activator | TSG101-PTAP inh | USP2a inh | Tb PFK inh | Eya2 phos inh | uPA generation | TSHR antagonist | B2AR arrestin
CCN(CC(=O)Nc1c(F)cccc1F)C(=O)c1ccc(N2CCCCC2)c([N+](=O)[O-])c1 | -1% | 1% | 3% | 0% | / | 1% | 2% | 10% | -10% | 1 | 0.1%
CCCCCCCn1c(=N)n(CC(=O)c2ccco2)c2ccccc21 | ? | -12% | ? | -2% | -2% | 2% | 0% | -5% | -4% | 7 | -0.9%
CCOc1ccccc1NC(=O)CSc1ccc(-c2sc(C)nc2C)nn1 | -16% | -4% | ? | -8% | 2% | -5% | 3% | 4% | -8% | -6 | 0.2%
C/C(=N\NC(=O)Cc1ccc(F)cc1)c1ccc(F)cc1 | ? | -1% | -2% | -11%[46.1 µM] | 1% | 2% | -15% | 1% | -2% | -5 | -0.1%
CCOC(=O)c1ccccc1NC(=O)COC(=O)C(Cc1c[nH]c2ccccc12)NC(C)=O (configuration not stated) | 1% | -3% | 3% | -7% | 0% | -1% | -5% | 11% | 0% | 6 | 0.1%
CCOc1ccc(C(=O)Nc2cccc3ncccc23)cc1Cl | -3% | 1% | 1% | / | -3% | 0% | 0% | -3% | -2% | -6 | 0.6%
Cc1ccc(Nc2nc(C)cc(C)c2C(N)=O)c(C)c1 | -9% | 2% | 0% | -2% | 0% | -3% | 0% | -5% | 17% | 44 | -0.1%
Cc1ccc(C2CCN(C(=S)Nc3cccc(C)c3)C2)cc1 (configuration not stated) | 15% | 11% | 16% | 1% | 1% | -1% | -4% | -15% | 4% | -9 | 0.2%
Cc1[nH]c(C)c(S(=O)(=O)N(Cc2ccccc2)C(C)(C)C)c1C(=O)N1CCCC1 | 3% | -10% | 0% | -2% | 2% | -5% | 0% | 0% | 0% | 14 | -0.1%
COc1ccc(C2C(CC(=O)O)=C(O)C(=O)N2c2ccccc2)cc1 (configuration not stated) | ? | -1% | 1% | -24% | -2% | 3% | -8% | -2% | -4% | 12 | -0.1%
CCCSc1n[nH]c(NC(C)=O)n1 | 9% | 0% | 27% | -1% | -9% | 4% | -3% | 12% | 10% | 4 | 5.4%
c1ccc2c(c1)ncn2Cc1nnc2sc(-c3ccncc3)nn12 | -2% | -6% | ? | 2% | -7% | 2% | -4% | 5% | / | -2 | -0.4%
Cc1cc(OCCCC(=O)N2CCCCC2)cc(C)c1Cl | ? | -1% | 29% | 6% | -5% | 1% | -7% | -12% | 4% | -14 | -0.3%
CC(=O)NS(=O)(=O)c1ccc(NC(=S)NC(=O)C(C)C)cc1 | ? | -2% | 11% | -1% | -2% | 4% | 0% | 20% | 3% | 4 | 0.5%
Cc1cc(C(=O)N2CCN(Cc3ccc4c(c3)OCO4)CC2)cs1 | -2% | -1% | ? | -1% | -6% | 0% | -2% | 4% | / | -10 | -0.6%
Cc1cccc(N2CCN(C(c3ccccc3)c3nnnn3C(C)(C)C)CC2)c1C (configuration not stated) | 3% | 0% | ? | -1%[46.1 µM] | -2% | -1% | -7% | 2% | 2% | -4 | 0.0%
COc1ccc(C(C)C)cc1S(=O)(=O)Nc1ccc(Cl)cn1 | 12% | 4% | 2% | -4% | -4% | -1% | -2% | -4% | -2% | -17 | -0.3%
CC(Oc1cccc(Cl)c1)C(=O)Nc1cc(=O)n(C)c(=O)n1C (configuration not stated) | 4% | -3% | -23% | -2% | -3% | 2% | 0% | -19% | / | -3 | 0.0%
CCC1SC(CC)C(=O)N(CC(=O)Nc2ccc3c(c2)OCO3)C1=O (configuration not stated) | ? | -2% | 4% | -5%[46.1 µM] | -1% | 1% | 0% | 0% | -2% | -13 | -1.6%
O=C(CN1CCN(S(=O)(=O)c2ccc3c(c2)OCCO3)CC1)Nc1cccc(F)c1 | -3% | 5% | -16% | -3% | -6% | 2% | -4% | -35% | 1% | 16 | -0.3%
CC(C)(C)C(=O)NC(=S)Nc1cc(C(F)(F)F)ccc1N1CCOCC1 | 18% | 0% | 3% | 0% | -6% | -8% | -2% | 4% | 18% | -4 | -0.1%
C/[N+]([O-])=C\C1C(=O)CCCC1=O | ? | 6% | -8% | 0% | -3% | 1% | 2% | -7% | 0% | -7 | -0.3%
N#Cc1cc(O)c(-n2nnc3ccccc32)cc1C#N | 12% | 9% | 0% | 2% | -4% | 0% | -6% | -3% | 0% | 12 | 0.1%
CCCCS(=O)CC(COCc1ccccc1)OC(=O)CSc1nc(C)cc(C)n1 (configuration not stated) | -1% | -1% | 4% | 8% | -4% | -1% | -4% | 2% | 0% | 6 | 0.1%
COc1ccc(/C=N\NC(=O)c2cc3c(ccc4ccccc43)o2)cc1O | ? | 5% | ? | 7% | -3% | 5% | -15% | -13% | ? | -3 | -0.1%
COc1ccccc1C(=O)NCCC(=O)NCc1cccs1 | ? | 1% | 11% | 5% | 0% | 1% | -9% | -6% | 1% | 6 | 0.1%
CCCn1nc(NC(=O)COC)c2cc3cc(C)ccc3nc21 | 5% | 23% | 28% | 4% | -7% | 1% | -5% | -17% | 12% | 2 | 0.1%
O=C1CC[C@@H](C(=O)N2CSC[C@H]2C(=O)O)N1 | 2% | -5% | / | 1% | -3% | 10% | -1% | -12% | 12% | 0 | -0.4%
Cc1cc(=O)n2nc(N3CCCC(C(=O)NCc4ccco4)C3)sc2n1 (configuration not stated) | 7% | -3% | 17% | 3% | 0% | 3% | -1% | -17% | 5% | -7 | 0.2%
COc1cc(CNc2nc3c(C)cc(C)cc3s2)ccc1O | -32% | -19% | -18% | -6% | -2% | -2% | 1% | 3% | -3% | -2 | 0.4%
CC1CCCN(S(=O)(=O)c2ccc(C(=O)Nc3nnc(-c4ccccc4Cl)o3)cc2)C1 (configuration not stated) | 7% | 21% | -28% | -11% | 1% | 1% | -1% | 14% | -2% | -2 | -0.1%
O=C(NCCCNC(=O)c1cccnc1)c1ccc(Cl)cc1 | -1% | -3% | ? | -4% | 0% | 3% | 1% | 0% | 0% | 6 | -0.3%
Cn1c(=O)c2nc3ccccc3nc2n(C)c1=O | -1% | 2% | -9% | -2% | -3% | 1% | -4% | -3% | -10% | 14 | 0.1%
Cc1ccc(Cl)cc1NC(=O)C1CCCN(S(C)(=O)=O)C1 (configuration not stated) | -3% | -2% | 8% | -1% | -2% | -1% | -1% | 5% | 8% | 12 | -3.3%
Cc1cc(C)nc(NC(=O)CSc2nn(C)c(=S)s2)n1 | 3% | 1% | 11% | 3% | -6% | 2% | -3% | -21% | -1% | 9 | -0.1%
COc1ccc(N2CCN(C(=O)CCCC(=O)c3ccccc3)CC2)cc1 | 7% | -3% | 8% | -2% | -7% | 2% | 2% | -7% | 1% | 3 | -0.2%
COc1ccc(/C=N/n2c(C)nc3ccccc3c2=O)cc1 | -12% | -4% | ? | 4% | -1% | 1% | -2% | 2% | -1% | -1 | 0.4%
Cc1ccc(SCCC(=O)NCC2CCCO2)cc1 (configuration not stated) | -1% | 0% | ? | 5% | -8% | 0% | 1% | -2% | -4% | -7 | 0.1%
c1ccc(-n2nnc3cnccc32)cc1 | ? | ? | 14% | -1% | -1% | 3% | 5% | -1% | 8% | 11 | 0.0%
O=C(CSc1nnc(CNc2ccc(F)cc2)n1-c1ccccc1)N1CCOCC1 | -2% | -1% | -1% | -3%[46.1 µM] | 1% | -7% | -1% | -6% | -2% | -1 | -0.2%
COc1ccc(OC)c(S(=O)(=O)NCCS(=O)(=O)N2CCN(c3ccccc3)CC2)c1 | -1% | -6% | -7% | 4% | -10% | 1% | 3% | 9% | -2% | -4 | -0.2%
CCC(=O)Nc1ccc(NC(=O)c2ccc3c(c2)OCO3)cc1 | ? | -2% | ? | -711% | -2% | 0% | -2% | -4% | -3% | 6 | -0.3%
CCN(C(=O)c1ccccc1Cl)c1ccccc1 | 1% | 8% | 4% | / | / | -3% | 1% | 3% | 14% | -5 | 0.0%
